Screens deposited in PubChem by Sanford-Burnham Center for Chemical Genomics.
CCR6 antagonist – antagonists of human CCR6 receptor | inhibition, % at 20 µM | CHO-K1 CCR6 PathHunter beta-arrestin, luminescence, CCL20-stimulated | actives 0.49% (n = 340,000) | AID 493098;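 active means compounds whose inhibition of the agonist-driven luminescence signal at 20 µM reaches about 50%, limit read from the data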;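 further: cells stimulated with CCL20 at 14 nM final; plate controls were DMSO with CCL20 for no effect and DMSO without agonist for full effect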
Target sequence (P51684 whole entry, looked up): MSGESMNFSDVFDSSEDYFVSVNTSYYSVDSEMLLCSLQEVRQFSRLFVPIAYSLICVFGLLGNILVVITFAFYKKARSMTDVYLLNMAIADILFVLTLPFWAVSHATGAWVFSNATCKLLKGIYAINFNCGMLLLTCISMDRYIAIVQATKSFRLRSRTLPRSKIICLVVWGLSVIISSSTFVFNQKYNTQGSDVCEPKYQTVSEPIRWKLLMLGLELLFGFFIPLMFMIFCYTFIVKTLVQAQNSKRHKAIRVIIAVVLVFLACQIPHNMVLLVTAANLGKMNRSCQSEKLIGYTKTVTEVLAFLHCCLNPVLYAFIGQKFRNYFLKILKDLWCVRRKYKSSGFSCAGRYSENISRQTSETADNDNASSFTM
CXCR6 block – inhibitors of human CXCR6 receptor; inhibition, % at 20 µM; actives 0.36% (n = 360,000); AID 602244; CHO-K1 PathHunter CXCR6 beta-arrestin, luminescence; O00574; in the data active means inhibition above about 34%, passing the limit was not always enough;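 further: antagonist mode with CXCL16 agonist at 10 nM final; 0% = 10 nM CXCL16 with DMSO and 100% = unstimulated wells without agonist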
Target sequence (O00574 whole entry, looked up): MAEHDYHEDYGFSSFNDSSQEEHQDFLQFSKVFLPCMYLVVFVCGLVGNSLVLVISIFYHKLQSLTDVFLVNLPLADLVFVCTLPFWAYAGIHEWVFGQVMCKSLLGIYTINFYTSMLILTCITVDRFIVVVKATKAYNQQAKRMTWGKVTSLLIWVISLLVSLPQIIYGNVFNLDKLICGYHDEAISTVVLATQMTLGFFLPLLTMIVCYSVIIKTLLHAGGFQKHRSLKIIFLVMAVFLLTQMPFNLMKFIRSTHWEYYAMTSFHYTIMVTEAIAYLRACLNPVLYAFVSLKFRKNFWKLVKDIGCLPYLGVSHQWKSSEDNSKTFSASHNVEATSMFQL
tim23-1 inh – tim23-1 yeast growth inhibition. S. cerevisiae tim23-1 growth, BacTiter-Glo luminescence, 24 h. inhibition, % at 20 µM. actives 1.3% (n = 330,000);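 active means growth inhibition of the mutant yeast at or above 50%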;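 further: temperature-sensitive mutant grown at 25 °C; plate controls were DMSO-treated mutant yeast for no effect and medium wells lacking yeast for full effect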
EBI2 antag – blocks human EBI2 receptor beta-arrestin signaling; P32249; EBI2 beta-arrestin recruitment, luminescence, 7a,25-OHC stimulated; inhibition, % at 5 µM; actives 0.81% (n = 360,000); in the data active means inhibition above about 38%;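 further: enzyme fragment complementation signal reports receptor beta-arrestin coupling in cells; 0% = agonist plus DMSO wells and 100% = wells without agonist; some results beyond the cut were filed as inactive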
Mdm2 MdmX PPI – inhibitors of human Mdm2/MdmX interaction; AID 485346; O15151+Q00987; actives 3% (n = 330,000); inhibition, % at 8 µM; SaOS-2 split-luciferase Mdm2/MdmX complementation, luminescence;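 active means inhibition of at least 50% at 8 µM in the primary screen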
CHOP UPR activ – apoptotic UPR (CHOP) activation; CHO-CHOP luciferase reporter, luminescence; percent of tunicamycin response over DMSO baseline; activation, % at 10 µM; actives 0.34% (n = 330,000); AID 449763;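 active means at 10 µM dose, activation of 40% or more, normalized to positive control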;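 further: 100% = tunicamycin at 10 µg/mL and 0% = DMSO alone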
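Test system: CHO CHOP reporter cells. Input: 500 CHO-CHOP cells per well. Medium: F12 with 10% FBS. Technique: luciferase luminescence. Measure: percent activation relative to tunicamycin control. Dosing: 10 µM compound, 0.5% DMSO. Timing: 16-18 h cell attachment, then 6 h compound exposure, 37 °C.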
UPR XBP1 act – adaptive UPR (XBP1) activation | CHO-XBP1 luciferase reporter, IRE1-XBP1 UPR activation, luminescence; percent of tunicamycin response, DMSO as zero | activation, % at 20 µM | actives 0.33% (n = 330,000) | AID 463104;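 active means versus positive control, 20 µM dose yields 30% or more activation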;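 further: 100% = tunicamycin at 10 µg/mL and 0% = DMSO only wells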
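Assay system: IRE1-XBP1 luciferase reporter CHO line. Input: 1000 cells/well. Buffer or medium: F12 with 10% serum. Doses: 20 µM, 1% DMSO. Times: overnight seeding at 37 °C, 6 h compound treatment at 37 °C. Technique: Steady-Glo luciferase glow luminescence, 10 min after reagent addition.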
APJ antag – APJ receptor antagonism | P35414 | CHO-K1 APJ beta-arrestin complementation, luminescence | inhibition, % at 20 µM | actives 0.32% (n = 330,000) | AID 2521;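 active means inhibition above about 40% at 20 µM, limit read from the data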;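 further: cells challenged with 10 nM apelin-13 agonist together with compound; plate controls were apelin-13 plus DMSO wells for no effect and DMSO wells lacking apelin-13 for full effect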
Target sequence (P35414 whole entry, looked up): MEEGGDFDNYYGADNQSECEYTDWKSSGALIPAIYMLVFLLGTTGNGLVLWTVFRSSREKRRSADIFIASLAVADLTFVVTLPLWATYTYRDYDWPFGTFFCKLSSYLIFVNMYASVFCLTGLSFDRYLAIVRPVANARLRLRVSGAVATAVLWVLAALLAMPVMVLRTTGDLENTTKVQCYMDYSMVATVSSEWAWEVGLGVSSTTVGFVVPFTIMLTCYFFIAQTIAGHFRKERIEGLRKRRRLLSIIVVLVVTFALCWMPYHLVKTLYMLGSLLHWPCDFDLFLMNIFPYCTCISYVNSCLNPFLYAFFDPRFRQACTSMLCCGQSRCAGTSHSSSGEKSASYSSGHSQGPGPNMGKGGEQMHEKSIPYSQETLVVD
APJ ag – activates the human apelin receptor APJ. P35414. CHO-K1 APJ PathHunter beta-arrestin, luminescence; 0% DMSO wells, 100% apelin. activation, % at 20 µM. actives 0.11% (n = 330,000);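 active means activation more than six SD over the plate average, tested at 20 µM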;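 further: 0% = DMSO alone and 100% = apelin-13 at 10 nM; some results filed as inactive read as strong as hits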
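Test system – PathHunter CHO-K1 APJ (AGTRL-1) beta-arrestin reporter cells · Input – 1000 cells/well · Compound – single test compound dose, 20 µM final, 1% DMSO · Times – compound stimulation 90 min at 25 °C, detection 60 min · Technique – beta-gal luminescence · Read-out basis – APJ–arrestin association signal · Control set – negative DMSO alone, positive Apelin-13 at 10 nM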
Numbers without * were called inactive. This is a subset; rates above refer to the full screens.

SMILES	CCR6 antagonist	CXCR6 block	tim23-1 inh	EBI2 antag	Mdm2 MdmX PPI	CHOP UPR activ	UPR XBP1 act	APJ antag	APJ ag
O=C(CCc1nnc2ccc(NCc3ccco3)nn12)N1CCN(c2ccccc2)CC1	10	-3	-3	-9	16	-1.1	-2	-4	-3
O=C(NCC1COc2ccccc2O1)c1cccc(S(=O)(=O)N2CCN(c3ccccc3)CC2)c1 (stereo not given)	3	-2	37	0	27	4.4	-3	-14	10
O=C(NC1CCCC1)C1CCN(C(=O)c2cc(Cl)ccc2Cl)CC1	-2	3	5	-14	7	-0.3	2	-1	-2
Cc1ccc(S(=O)(=O)N2CCCCC2)cc1C(=O)NCCCN1CCOCC1	-3	-1	-5	-1	14	0.8	-5	-12	2
COC(=O)c1c(NC(=O)c2ccc(OC(C)C)cc2)sc2c1CC(C)(C)NC2(C)C	23	-19	44	7	94*	7.2	25	-7	3
CCOC(=O)C1=C(c2cccc(F)c2)NC(=S)NC1C (stereo not given)	11	3	0	-20	20	-0.6	2	-14	-6
O=C(/C=C/c1ccc(O)c([N+](=O)[O-])c1)c1ccc2ccccc2c1	36	21	11	9	14	4.6	6	33	-6
CC(C)(C)c1ccc(C(=O)Nc2ccc(NC(=O)c3ccco3)cc2)cc1	0	-13	1	2	51*	3.7	4	1	12
CCOC(=O)c1c(/N=C/C2=C(O)CC(C)(C)CC2=O)sc2c1CCCC2	11	-14	22	3	17	0.7	2	-1	-1
CCSc1cc(N2CCOCC2)nc(-c2ccc(Cl)cc2)n1	8	-6	-2	2	-10	-0.1	-1	-7	0
O=C(COC(=O)Cc1ccc(F)cc1)NCCc1ccccc1	13	8	-2	-1	0	-1.3	1	10	-4
COC(CNC(=O)c1ccc2c(c1)ncn2-c1cccc(C)c1)OC	6	4	-1	1	-13	2.5	-5	4	1
O=C(Nc1ccccc1)c1ccc(-c2ccccc2Cl)o1	17	4	3	-2	-79	3.8	1	7	-1
CN(C)S(=O)(=O)c1cccc(NC(=S)N/N=C/C2CC=CCC2)c1 (stereo not given)	2	-4	25	8	-6	0.8	2	-8	-1
COc1ccc2sc(N(CCCN(C)C)C(=O)c3ccc(S(=O)(=O)N4CCCC4)cc3)nc2c1	12	11	0	-5	9	0.3	2	7	-4
C[C@@H]1CCC[C@H](C)N1NC(=O)c1ccc(Cl)c(S(N)(=O)=O)c1	8	8	0	-1	2	-2.0	-5	6	-4
Cc1cc(=O)oc2c(C(=O)/C=C\c3cccs3)c(O)ccc12	33	7	73*	-13	6	1.4	1	25	-4
COc1ccc(NC(=O)c2c(NC(=O)CCC(=O)O)sc3c2CCCCC3)cc1	1	4	22	0	-16	0.2	-1	10	-3
COc1ccc(CN(C(=S)Nc2ccccc2)C2CC(=O)N(c3ccccc3)C2=O)cc1 (stereo not given)	6	9	-14	5	9	0.4	6	21	-3
COc1ccc(C2=CC(=O)C[C@H](c3ccc(OC)c(OC)c3)C2)cc1	12	0	28	33	32	0.6	-2	15	-2
COCCOC(=O)c1c(C)oc2ccc(OC(=O)COc3c(F)c(F)c(F)c(F)c3F)cc12	-7	8	1	-6	7	5.9	2	-2	-3
CCOC(=O)c1cccc(NC(=O)CCc2nnc3ccc(N4CCOCC4)nn23)c1	-8	4	-1	-1	20	-0.1	-3	5	-2
COc1ccccc1NC(=O)c1ccc(C(=O)Nc2ccccc2OC)nc1	-14	-1	4	12	26	1.6	-4	3	-1
CC(=O)Nc1ccc(S(=O)(=O)N2CCSC2c2ccc(C)cc2)cc1 (stereo not given)	6	2	32	-5	3	0.4	-3	-3	-7
CC1=C(C#N)C(c2ccc(O)cc2)C(C#N)=C(C)N1	0	-5	13	-10	24	-1.7	-1	4	-2
O=C(CSc1nc2ccccc2o1)N1N=C(c2cccs2)CC1c1ccc(F)cc1 (stereo not given)	15	4	26	31	42	0.3	-3	-1	3
Cc1ccc(/C=N/NC(=O)CN2CCN(Cc3ccccc3)CC2)s1	4	3	1	26	-15	0.0	0	1	2
O=C(NCc1ccc(Cl)cc1)N1CCc2ccccc2C1	22	4	24	2	-3	2.8	3	9	-4
NC(=O)c1ccc[n+](CCC[n+]2cccc(C(N)=O)c2)c1	10	-5	-15	-5	17	1.0	-6	15	-2
COCC(C)N1CCC(Oc2ccc(C(=O)NCc3ccccn3)cc2)CC1 (stereo not given)	0	0	1	0	-3	0.6	-4	40	-3
COC(=O)/C=C/C(=O)Nc1cccnc1	-5	5	10	5	4	-2.0	-8	0	-2
O=C(CN1CCN(CC(=O)Nc2cccc(F)c2)CC1)NCC1(N2CCOCC2)CCCCC1	5	-2	-11	1	-5	0.4	0	12	-3
CC(=O)N1CCN(Cc2nc3cc([N+](=O)[O-])ccc3n2C)CC1	-2	-18	6	0	23	0.9	-6	5	-1
CN(CC(=O)Nc1ccccc1Cl)C(=O)COC(=O)C1=COCCO1	12	-5	8	-11	-4	-0.9	-3	10	-4
CC(C)N(C(C)C)S(=O)(=O)c1ccc(NN)nc1	36	9	21	-10	-13	0.7	0	-4	3
C/C(=N\NC(N)=S)C1(C)CCCCC1	6	-3	42	-1	-25	11	1	-13	5
COc1ccc(C(=O)Nc2cc(=O)n(C)c(=O)n2C)cc1OC	-6	-6	-4	1	17	2.0	0	-9	0
Nc1sc2c(c1C(=O)NC1CCS(=O)(=O)C1)CCC2 (stereo not given)	9	-10	12	1	6	-0.8	-1	6	5
Cc1nn(C(C)C(=O)NCCc2ccco2)c(=O)c2nn(-c3ccccc3)c(C)c12 (stereo not given)	15	-2	-11	-7	11	-1.6	3	7	5
Cc1ccnc(NC(=O)c2ccc3[nH]c(=O)c(=O)[nH]c3c2)c1	10	-1	1	-9	-15	1.2	-5	16	1

Three records picked at random from those above, as already listed:
SMILES	CCR6 antagonist	CXCR6 block	tim23-1 inh	EBI2 antag	Mdm2 MdmX PPI	CHOP UPR activ	UPR XBP1 act	APJ antag	APJ ag
Cc1ccc(S(=O)(=O)N2CCCCC2)cc1C(=O)NCCCN1CCOCC1	-3	-1	-5	-1	14	0.8	-5	-12	2
COCC(C)N1CCC(Oc2ccc(C(=O)NCc3ccccn3)cc2)CC1 (stereo not given)	0	0	1	0	-3	0.6	-4	40	-3
O=C(/C=C/c1ccc(O)c([N+](=O)[O-])c1)c1ccc2ccccc2c1	36	21	11	9	14	4.6	6	33	-6

Further compounds:
SMILES	CCR6 antagonist	CXCR6 block	tim23-1 inh	EBI2 antag	Mdm2 MdmX PPI	CHOP UPR activ	UPR XBP1 act	APJ antag	APJ ag
OCc1nc(CO)n(Cc2ccccc2)n1	-11	-1	10	-6	8	0.8	2	1	0
COc1ccc(S(=O)(=O)N(C)C)cc1NC(=O)COC(=O)C1CC1	3	5	0	-13	5	2.9	2	-3	-1
CCN(CC)S(=O)(=O)c1ccc(C(=O)NCc2n[nH]c(=S)n2Cc2ccccc2)cc1	12	29	-4	-7	-6	1.8	0	11	0
COc1ccc(OC)c(-n2nnnc2SCC(=O)Nc2ccccc2N2CCOCC2)c1	12	5	15	17	-18	1.1	-2	11	-3
COc1ccc(C(=O)c2sc(Nc3ccc(NC(C)=O)cc3)nc2C)cc1	10	-6	1	17	18	0.5	-5	14	0
CCOC(=O)c1sc(NC(=O)c2c(C)nn(Cc3ccccc3)c2C)cc1C	-8	1	50*	9	53*	-1.5	5	12	1
CC(C)N(CCCNC(=O)C1CCN(C(=O)c2cc3sccc3n2C)CC1)Cc1ccccc1	18	-3	-1	15	16	0.0	0	13	-4
Cc1nnc2ccc(-c3ccc(NS(=O)(=O)c4ccccc4[N+](=O)[O-])cc3)nn12	16	-4	16	0	26	-0.5	2	16	-3
O=C(CN1CCN(CC(=O)Nc2ccccc2Cl)CC1)NCC1(N2CCOCC2)CCCCC1	11	-2	-1	0	11	1.6	-4	4	-1
COc1ccc(-c2ccc(C)cc2)cc1[C@H]1[C@H]2C=CC[C@@H](C)[C@@H]2C(=O)N1Cc1ccccc1	16	7	11	12	39	0.8	1	22	-8
O=C(NC1=NN(c2ccccc2)CC1)Nc1ccccc1F	7	-14	35	11	-6	2.3	3	9	-3
N#CC1CCN(c2ncccc2[N+](=O)[O-])CC1	2	6	-11	8	-2	-1.2	-2	10	-4
CCOC(=O)CSc1nc2c(c(=O)[nH]c(=O)n2C)n1Cc1ccccc1	10	0	10	0	32	2.3	-6	13	-5
Cn1nnnc1SCc1ccccc1F	2	0	12	2	3	0.6	-2	-2	-2
N=C1C(c2ccccc2)=C(O)CN1c1cccc(S(=O)(=O)N2CCOCC2)c1	4	-3	7	-6	17	-0.7	-1	0	-3
COc1ccc(C)cc1S(=O)(=O)N1CCC(C(=O)NCCc2ccccc2)CC1	10	6	19	-5	-1	-0.1	3	5	-1
COc1ccccc1CCCNC(=O)C1CCC(=O)N(CCN2CCOCC2)C1 (stereo not given)	4	5	0	3	7	0.4	-3	10	5
CN(C)c1nc(OCCOC(=O)c2ccccc2)nc(N(C)C)n1	6	4	17	-1	-7	-1.6	2	-31	-2
COCCNCCCCOc1ccc(Br)cc1C	8	0	13	-5	18	-1.3	-1	4	-1
CCCCCCCCC(=O)NNC(=O)c1c(O)c2ccccc2n(CCC)c1=O	-4	-8	34	0	-13	-0.8	-5	-8	-1
CCCn1nc(NS(=O)(=O)c2cccc3nonc23)c2cc3cc(C)ccc3nc21	28	18	25	-1	-23	0.4	1	27	-13
CCCn1c(C(C)Nc2nc(-c3ccc(OC)cc3)cs2)nc2ccccc21 (stereo not given)	8	1	40	6	3	0.6	-3	14	-1
N#CC1CN(Cc2ccccc2)CN(Cc2ccccc2)C1	-9	-2	21	5	7	1.4	0	12	0
CCc1cc(C(=O)NCCN(C)C)cs1	3	3	0	7	-2	-0.8	1	18	-5
C[C@@H]1CN([C@@H](C)CO)C(=O)c2cccc(NC(=O)c3nc4ccccc4s3)c2O[C@@H]1CN(C)CC1CC1	-11	-2	4	-13	40	4.3	7	0	-4
CCOc1cc(-c2sc(Nc3cc(C)ccc3OC)n[n+]2-c2ccccc2)ccc1OC	5	5	9	10	15	3.5	-2	-48	-4
CN(NC(=O)COc1ccccc1)c1ccccc1	3	-14	3	-8	-15	2.1	-1	0	4
COc1ccc(C(=O)Nc2ccc(Cl)cc2C(=O)NCc2ccco2)cc1OC	8	8	30	10	16	3.8	5	6	0
COc1ccc(NC(=O)c2cnn(-c3ccccc3)c2C)cc1OC	-4	-6	-1	-7	5	4.5	-4	17	1
Cc1ccc(C)c(NC(=O)COC(=O)CNC(=O)C2CCCCC2)c1	9	-8	9	0	11	-2.5	0	-4	-4
CCCN1CCC(=O)N([C@H](CO)c2ccccc2)CC1	7	1	2	-8	1	-2.5	1	2	1
COc1ccc(-c2ccnc3c(C#N)cnn23)cc1	8	-2	-13	1	30	2.7	-2	3	-4
